p53ts 39C tox: kills p53ts cells at the nonpermissive temperature | H1299-p53A138V viability at 39C, ATP luminescence, 24 h | Potency, µM (top dose mostly 46.1 µM), for inactives: top-dose activity change, negative = cell killing, hits mostly cytotoxic | 130,000 tested, 1.5% active; further: nearly all actives have a fitted effect of over 55% in size
Imprint erasure: genomic imprint erasure induction; Potency, µM (doses to about 60.7 µM), without a hit: top-dose activity change, positive = activation, actives largely listed as activators; AID 1948; 110,000 tested, 0.02% active; mouse ES Peg3-LacZ reporter, beta-gal luminescence, 40 h;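 further: 0% = negative control wells on the plate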
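Readout: BetaGlo luminescence (5 min, room temp) for LacZ from the normally silent maternal Peg3 allele in female Peg3LacZ-Neo ES cells. Cells 300/well, 40 h, 37C, 5% CO2. Data normalized per plate to negative controls.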
IkB sig inh: inhibitors of IkB signaling in ABC-DLBCL cells. ABC-DLBCL IkBa-CBG/CBR dual luciferase ratio, 4 h; response scale: scaled: untreated 0%, proteasome inhibitor 100%. Potency, µM (highest dose often 57.1 µM), inactives show at the top dose IkBa stabilization activation. 110,000 tested, 0.04% active. AID 445; active means well fitted curve in the direction sought with a large enough effect in the signal ratio, not every such curve was filed as active; inconclusive means small, poorly fitted or top-dose-only effect, or a change in a side signal; the % refers to the signal ratio;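 further: the direction sought is a rising ratio; 0% = basal untreated cells and 100% = reference inhibitor full response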
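In this assay, an IκBα–CBG68 fusion accumulates when IKK-driven degradation is blocked; native CBR normalizes for cell number. OCI-Ly3 cells were treated 4 h with compound and doxycycline, then green and red light read after Chroma-Glo addition.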
p53ts 32C tox: p53ts cell cytotoxicity, permissive temperature; H1299-p53A138V at 32C, ATP luminescence viability, 24 h; Potency, µM (top dose mostly 46.1 µM), for the others: at the highest dose activity change, negative = cytotoxicity, most hits filed as cytotoxic; 130,000 tested, 0.93% active; AID 924;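 further: 0% = DMSO and -100% = full killing by reference compound; nearly all actives have a fitted effect of over 55% in size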
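ATP-content luminescence (ATPlite) read-out after 24 h compound exposure at 32C in H1299-p53A138V cells (600/well). Tested up to 46 uM. Normalized to DMSO (0%) and 100 uM tamoxifen (100% killing); Hill-fit AC50.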
* = called active by the depositor; ? = inconclusive; · = not tested or not shown; [ ] = remark or other dose. Unless noted, the call rests on the fitted dose curve; in most records, active means well fitted curve in the direction sought with a large enough effect; inconclusive means small, poorly fitted or top-dose-only effect, or another doubt; inactive means no such curve, though single readings can be large; an effect the other way counts as inactive or inconclusive. Unless noted, on the % scale 0 is the no-effect control and ±100 the full control effect; potency means the concentration at half of the fitted maximal effect.

item | SMILES | p53ts 39C tox | Imprint erasure
1 | CCc1ccc(OC(=O)c2sc3ncn(Cc4cccc(F)c4)c(=O)c3c2C)cc1 | 4% | -4%[10.9 µM]
2 | Cc1ccc(Oc2cc(C)nc(-c3ccccc3O)n2)cc1 | 1% | -15%
3 | COc1ccccc1C1=NS(=O)(=O)N(C)C(C(=O)Nc2cc(OC)c(OC)c(OC)c2)=C1 | -14% | 3%[10.9 µM]
4 | COc1ccccc1N(CC(=O)Nc1ccc2c(c1)OCO2)S(=O)(=O)c1ccc(C)cc1 | 1% | -17%[10.9 µM]
5 | CCOC(=O)C(CC)Sc1ncnc2sc3c(c12)CCCC3 (stereo unspecified) | 7% | -10%[10.9 µM]
6 | O=C(CCn1nc(-c2ccc(Cl)cc2)ccc1=O)N1CCN(c2ccccn2)CC1 | -1% | -10%
7 | Cc1cnc(CNc2ncncc2-c2ccoc2)cn1 | -8% | 13%
8 | Cc1ccc(CNC(=O)CCCCn2c(=O)c3ccccc3n(Cc3c(C)cc(C)cc3C)c2=O)cc1 | ? | 4%[10.9 µM]
9 | CCOc1ccccc1NC(=O)Cn1c(=O)n(CCCC(=O)NCCOC)c(=O)c2cc(OC)c(OC)cc21 | -8% | -8%[10.9 µM]
10 | O=C(O)C1C2C=CC(C2)C1C(=O)NCCCn1ccnc1 (stereo unspecified) | 6% | 7%
11 | CCOC(=O)c1ccccc1NC(=O)CN(c1cc(C(F)(F)F)ccc1Cl)S(C)(=O)=O | 2% | -15%[10.9 µM]
12 | COc1ccc(-c2noc(N3CCC(C(=O)Nc4cccc(C)c4C)CC3)n2)cc1 | -38% | -6%[10.9 µM]
13 | O=C(O)CCc1nn2c3ccccc3nc2n(-c2ccccc2)c1=O | 4% | 3%
14 | COc1ccc(NC(=O)CCn2c(=O)c3cccn3c3ccccc32)c(OC)c1 | -7% | -14%[10.9 µM]
15 | Clc1ccccc1CN(Cc1ccco1)Cc1nnnn1C1CCCC1 | -1% | ·

item | IkB sig inh | p53ts 32C tox
1 | -0.8% | -2%
2 | -1.3% | 9%
3 | ? | -10%
4 | ? | 2%
5 | ? | 20%
6 | 2.1% | -3%
7 | 1.6%[11.4 µM] | 8%
8 | ? | 13%
9 | 0.6% | -5%
10 | 0.6% | 8%
11 | ? | 13%
12 | ? | -14%
13 | 0.5% | -7%
14 | ? | 1%
15 | · | -8%

item | SMILES | p53ts 39C tox | Imprint erasure
16 | Cc1ccc(NC(=O)Cn2cnc3c(=O)n(C)c(=O)n(C)c32)c(C)c1 | 10% | -2%
17 | O=c1[nH]c2cc3c(cc2cc1CN(Cc1cccs1)Cc1nnnn1Cc1ccco1)OCCO3 | -6% | -8%
18 | CC1=C(C(=O)Nc2ccc(C)cc2)C(c2ccc(C)o2)C2=C(CC(C)(C)CC2=O)N1 (stereo unspecified) | 17% | -6%
19 | COc1ccc(S(=O)(=O)N2c3cc(Cl)ccc3Oc3nc4ccccc4nc32)cc1 | 14% | ·
20 | Brc1ccccc1Cn1c(-c2cncs2)nc2ccccc21 | -20% | -19%
21 | O=C(O)c1ccccc1OCCOc1ccccc1 | -5% | -31%[inhibitor]
22 | Cc1cc(C(=O)Nc2ccc3c(c2)OCCO3)c(C)o1 | 13µM* | -84%[inhibitor]
23 | COCC(=O)N1CCC2(CC1)CN(Cc1nccs1)C2 | 8% | ·
24 | COc1ccc(S(=O)(=O)NCCc2nnc3ccc(SCC(=O)Nc4cc(C)cc(C)c4)nn23)cc1 | -11% | -10%[10.9 µM]
25 | Nc1ccc(N2CCCCC2)cc1N1CCCCC1 | 9% | -25%
26 | CSc1ccc(C2C(C(=O)Nc3ccccc3)=C(C)Nc3nc4ccccc4n32)cc1 (stereo unspecified) | ? | -1%[10.9 µM]
27 | Cc1ccccc1NC(=O)CCSc1nnnn1-c1ccccc1 | -3% | ·
28 | COCCNc1nc2c(S(=O)(=O)c3ccc(C)c(C)c3)nnn2c2ccc(Cl)cc12 | 0% | -7%[10.9 µM]
29 | Cc1cc(NC(=O)CCn2c(=O)c3cccn3c3cccnc32)ccc1Br | -12% | -13%[10.9 µM]
30 | O=C(CCC1CCCC1)NCc1ccccn1 | -3% | 4%

item | IkB sig inh | p53ts 32C tox
16 | -1.4% | 9%
17 | 9.9% | -3%
18 | 1.5% | 2%
19 | · | -7%
20 | ? | 4%
21 | 2.0% | -6%
22 | 16% | 16µM*
23 | -4.4%[11.4 µM] | 8%
24 | ? | 1%
25 | ? | 24%
26 | ? | -20%
27 | · | -13%
28 | 0.4% | 4%
29 | -0.3% | 5%
30 | 0.3% | -9%

Of the compounds above, these have a furan ring, fused or not:
item | SMILES | p53ts 39C tox | Imprint erasure
7 | Cc1cnc(CNc2ncncc2-c2ccoc2)cn1 | -8% | 13%
15 | Clc1ccccc1CN(Cc1ccco1)Cc1nnnn1C1CCCC1 | -1% | ·
17 | O=c1[nH]c2cc3c(cc2cc1CN(Cc1cccs1)Cc1nnnn1Cc1ccco1)OCCO3 | -6% | -8%
18 | CC1=C(C(=O)Nc2ccc(C)cc2)C(c2ccc(C)o2)C2=C(CC(C)(C)CC2=O)N1 (stereo unspecified) | 17% | -6%
22 | Cc1cc(C(=O)Nc2ccc3c(c2)OCCO3)c(C)o1 | 13µM* | -84%[inhibitor]

item | IkB sig inh | p53ts 32C tox
7 | 1.6%[11.4 µM] | 8%
15 | · | -8%
17 | 9.9% | -3%
18 | 1.5% | 2%
22 | 16% | 16µM*

One compound at a time, as listed above:
O=C(O)C1C2C=CC(C2)C1C(=O)NCCCn1ccnc1 (stereo unspecified) as listed: p53ts 39C tox = 6%; Imprint erasure = 7%; IkB sig inh = 0.6%; p53ts 32C tox = 8%
Cc1ccc(NC(=O)Cn2cnc3c(=O)n(C)c(=O)n(C)c32)c(C)c1 as listed: p53ts 39C tox = 10%; Imprint erasure = -2%; IkB sig inh = -1.4%; p53ts 32C tox = 9%

(continued)
item | SMILES | p53ts 39C tox | Imprint erasure
31 | Cn1c(=O)c2c(ncn2CC(=O)N2CCN(c3ccccc3F)CC2)n(C)c1=O | 10% | 5%
32 | CN(Cc1ccccc1)C(=O)CSc1nc(-c2ccc(F)cc2)cc(C(F)(F)F)n1 | 6% | -9%[10.9 µM]
33 | O=C(Nc1cc(-c2ccc(F)c(F)c2)no1)c1ccccc1F | 3% | 11%[10.9 µM]
34 | Cc1ccc(-c2nc3ccccc3o2)cc1NC(=O)c1ccc2c(c1)OCO2 | -15% | -11%
35 | Cc1c(C(=O)OCCOC(C)C)[nH]c2c1C(=O)CC(C)(C)C2 | 6% | -12%
36 | COc1ccccc1NC(=O)CN1CCN(c2ccc(Cl)cc2)CC1 | -3% | -2%
37 | O=C(CCC(=O)N1CCCc2ccccc21)N1CCN(S(=O)(=O)c2ccccc2)CC1 | 1% | -14%
38 | Cc1ccc(N2CCN(c3nc4ccccc4n4nnnc34)CC2)c(C)c1 | -13% | 7%[10.9 µM]
39 | COc1ccccc1NC(=O)c1sc2nc(-c3cc4ccccc4oc3=O)[nH]c(=O)c2c1C | -6% | -5%[10.9 µM]
40 | Cc1nc2ccccc2n1CC(=O)NCCN1CCOCC1 | 2% | ·
41 | CCCCn1c(SCc2nnc(-c3ccccc3)o2)nc2c1c(=O)n(C)c(=O)n2C | -9% | 7%
42 | CC(=O)Nc1cccc(C(=O)Oc2cccc(C)c2)c1O | 0% | -4%
43 | CC(C)c1nc2sc3c(NCc4ccco4)ncnc3c2c2c1COC(C)(C)C2 | 1% | -2%
44 | O=C(CSc1nnc(-c2ccc(Cl)cc2)o1)c1ccc([N+](=O)[O-])cc1 | 27% | -5%[10.9 µM]
45 | CCCc1cc(-c2ccc(O)c(OCC)c2)c(C#N)c(N)n1 | -12% | ·

item | IkB sig inh | p53ts 32C tox
31 | 0.6% | 3%
32 | ? | -3%
33 | ? | -10%
34 | 4.4% | ?
35 | -3.6% | -1%
36 | ? | 1%
37 | 0.2% | -1%
38 | ? | 3%
39 | 1.2% | 13%
40 | · | -11%
41 | ? | -6%
42 | 3.7% | -3%
43 | -1.1% | 4%
44 | -3.6% | -9%
45 | 3.1% | 34%[activator]

item | SMILES | p53ts 39C tox | Imprint erasure
46 | COC(=O)c1ccc(C(NC(=O)OCc2ccccc2)/C(F)=C/[C@@H](C)C(=O)NCCO)cc1 (stereo partly specified) | -12% | -9%
47 | COc1ccc(S(=O)(=O)NCCc2sc(C)nc2C)cc1F | -19% | 19%[10.9 µM]
48 | CC(=O)c1ccc(N2CCN(C(=O)C3CCCN(S(=O)(=O)c4cnc[nH]4)C3)CC2)cc1 (stereo unspecified) | -8% | 4%
49 | COc1ccc(OC)c(S(=O)(=O)NCCc2sc(-c3ccc(C)cc3)nc2C)c1 | -17% | 11%[10.9 µM]
50 | COc1ccc(NC(=O)CCS(=O)(=O)c2nc(-c3cccs3)cc(C(F)(F)F)n2)cc1 | -94% | -12%[10.9 µM]
51 | c1ccc(C(c2cccs2)c2c[nH]c3ccccc23)cc1 (stereo unspecified) | -21% | -6%[10.9 µM]
52 | O=C(NC1CCS(=O)(=O)C1)c1ccc(S(=O)(=O)NCC2CCCO2)cc1 (stereo unspecified) | 15% | -7%
53 | Cc1ccc(NC(=O)Cn2c(=O)n(-c3ccc(CC(=O)NCC4CCCO4)cc3)c(=O)c3ccccc32)cc1 (stereo unspecified) | 6% | 6%[10.9 µM]
54 | CCC(Sc1nc2nccnc2c(=O)n1Cc1ccc(OC)cc1)C(=O)NC1CCCCC1 (stereo unspecified) | 5% | -7%[10.9 µM]
55 | CCc1nc2ccc(C(=O)NCc3cccc(Br)c3)cc2nc1CC | -12% | -6%[10.9 µM]
56 | O=C(Nc1ccc(NC(=O)c2ccco2)cc1)c1cnccn1 | -29% | -64%[inhibitor]
57 | COc1cccc(-c2nc(CS(=O)(=O)CC(=O)NCc3ccc(C)cc3)c(C)o2)c1 | ? | -10%[10.9 µM]
58 | CCOc1ccc(N(CC)C(=O)COc2cc(=O)n(C)c3ccccc23)cc1 | 22% | -23%
59 | CCOC(=O)c1cccc(NC(=O)CN2C(=O)CC(C)(C)Sc3ccccc32)c1 | -19% | -13%[10.9 µM]
60 | CC(C)OC(=O)c1c(NS(=O)(=O)c2ccccc2)sc2c1CCCC2 | 22% | ·

item | IkB sig inh | p53ts 32C tox
46 | · | 1%
47 | 4.1% | 2%
48 | -0.7% | -1%
49 | ? | 3%
50 | ? | ?
51 | ? | 8%
52 | 0.4% | 5%
53 | 2.1% | 10%
54 | ? | 2%
55 | 0.0% | -11%
56 | ? | ?
57 | ? | -10%
58 | -2.7% | 13%
59 | ? | 9%
60 | · | 5%

item | SMILES | p53ts 39C tox | Imprint erasure
61 | CC(=O)c1ccc(NS(=O)(=O)c2ccc(Br)s2)cc1 | 15% | -3%[10.9 µM]
62 | COc1cccc(C2=NOC(C(=O)NC(C)(C)C)C2)c1 (stereo unspecified) | 3% | 1%
63 | Cc1nc(Nc2ccccc2)[nH]c(=O)c1CCC(C)C | 15% | -9%
64 | Cc1cccc(Cn2nnc(C(=O)Nc3cc(C)ccc3C)c2N)c1 | -5% | -7%[10.9 µM]
65 | CCOC(=O)N1CCN(C(=O)C2CC(c3cc(OC)ccc3OC)=NO2)CC1 (stereo unspecified) | 5% | -12%

item | IkB sig inh | p53ts 32C tox
61 | ? | 14%
62 | -0.6% | -10%
63 | -1.6% | 30%
64 | ? | -6%
65 | 1.4% | 6%

Hits appear at their usual frequency (roughly 1.7% active in at least one column).
